Screening results: PubChem BioAssay, National Center for Advancing Translational Sciences (NCATS)
Eya2 inh – inhibitors of human Eya2 phosphatase activity; 0.006% of 330,000 active; AID 488837; Potency, µM (series often up to 76.9 µM), without a hit: top-dose activity, negative = inhibition, actives largely listed as inhibitors; recombinant Eya2, OMFP fluorescence dephosphorylation (OMFP is methylfluorescein phosphate); further: potency means the concentration at half of the fitted maximal effect; on the % scale 0 is the no-effect control and ±100 the full control effect
Target sequence (O00167 whole entry, looked up): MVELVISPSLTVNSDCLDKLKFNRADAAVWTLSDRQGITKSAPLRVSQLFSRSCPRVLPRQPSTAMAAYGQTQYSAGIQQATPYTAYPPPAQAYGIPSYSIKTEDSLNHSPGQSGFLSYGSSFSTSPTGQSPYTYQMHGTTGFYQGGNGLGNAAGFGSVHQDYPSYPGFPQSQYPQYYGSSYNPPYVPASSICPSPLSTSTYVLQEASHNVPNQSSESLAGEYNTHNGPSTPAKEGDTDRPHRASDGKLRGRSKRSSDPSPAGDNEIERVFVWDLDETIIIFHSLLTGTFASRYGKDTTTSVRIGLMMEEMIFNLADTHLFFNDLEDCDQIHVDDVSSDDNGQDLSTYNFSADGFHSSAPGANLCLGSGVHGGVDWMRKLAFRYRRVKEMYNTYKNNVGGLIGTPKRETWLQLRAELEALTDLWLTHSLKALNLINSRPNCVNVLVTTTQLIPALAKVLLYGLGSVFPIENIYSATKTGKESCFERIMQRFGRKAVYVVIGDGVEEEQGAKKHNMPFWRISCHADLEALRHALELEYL
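Eya2 protein (added as 0.2 uM solution) was preincubated with compound for 10 min at ambient temperature in 50 mM HEPES pH 7.5, 50 mM NaCl, 5 uM MgCl2, 0.05% BSA, 1 mM DTT. OMFP (added at 50 uM) then reacted 10 min; fluorescence read at 485/525 nm.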
PKM2 act – increases activity of human pyruvate kinase M2; AID 1631; 0.34% of 260,000 active; Potency, µM (titrated, usually from 57.5 µM), for the others: at the highest dose activation, hits mostly activators; purified PKM2, Kinase-Glo ATP luminescence, activation; response scale: 0% is enzyme alone, no compound; P14618; further: potency means the concentration at half of the fitted maximal effect; on the % scale 0 is the no-effect control and ±100 the full control effect; nearly all actives have a fitted effect of over 55% in size
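hPK-M2, >95% pure; 0.1 mM ADP / 0.5 mM PEP final; imidazole pH7.2 buffer w/ 7 mM MgCl2, 50 mM KCl; 1 h RT; Kinase-Glo lum. Intermediate enzyme activity for dual inhibitor/activator qHTS.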
hERG WT inh – inhibitors of human wildtype KCNH2 potassium channel; Q12809; U2OS, BacMam KCNH2, thallium flux FluxOr; hits give low values; activity change, % at 1.84 µM; 0.37% of 340,000 active; AID 720551;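 active means maximum activity change below -70%; inconclusive means maximum activity change between -70% and -50%; inactive means maximum activity change above -50%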; further: on the % scale 0 is the no-effect control and ±100 the full control effect
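U2OS cells were transduced with wild-type KCNH2 virus (2.03 x 10^8 / mL) for 4 h at room temperature, then cultured overnight at 37 C. Thallium flux was read with FluxOr dye. Rate constants were normalized to DMSO controls.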
MBNL1-CUG inh – inhibitors of human MBNL1 binding to CUG repeat RNA | Q9NR56 | TR-FRET MBNL1-His/biotin-(CUG)12 binding, 665/545 ratio | Potency, µM (titrated, usually from 57.5 µM), for inactives: at the highest dose activity change, negative = inhibition, most hits filed as inhibitors | 0.036% of 280,000 active | AID 2675; active means well fitted inhibition curve with a large enough effect in the signal ratio, with a control signal flat, not every such curve was filed as active; inconclusive means small, poorly fitted or top-dose-only effect, or effect the other way, or a change in a side signal; inactive means no such curve, though single readings can be large or run the other way; the % refers to the signal ratio; further: potency means the concentration at half of the fitted maximal effect; on the % scale 0 is the no-effect control and ±100 the full control effect
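TR-FRET between His-tagged MBNL1 and biotin-(CUG)12 RNA, detected with Tb anti-His antibody (0.055 ng/ul) and streptavidin-XL665 (5 nM), 60 min at room temperature. Compounds titrated 92 nM to 58 uM; 665/545 nm ratio normalized to buffer and complex controls.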
Menin-MLL TR inh – inhibitors of human menin-MLL interaction, mutant MLL peptide; O00255; 0.23% of 270,000 active; Menin + Texas Red MLL mutant peptide, fluorescence polarization; Potency, µM (titrated, usually from 61.6 µM), inactives show at the top dose FP activity change, negative = inhibition, usual class: inhibitors; active means well fitted inhibition curve with a large enough effect in the polarisation, with a control signal flat, not every such curve was filed as active; inconclusive means small, poorly fitted or top-dose-only effect, or effect the other way, or a change in a side signal; inactive means no such curve, though single readings can be large or run the other way; the % refers to the polarisation; further: potency means the concentration at half of the fitted maximal effect; % of control where 0% means no effect; many of its hits are not listed in these tables
GALK inh – inhibitors of human galactokinase | P51570 | Purified GALK, Kinase-Glo residual ATP luminescence | Potency, µM (series often up to 57.5 µM), for inactives: at the highest dose activity change, negative = inhibition, most hits filed as inhibitors | 0.007% of 270,000 active | AID 1868; further: potency means the concentration at half of the fitted maximal effect; on the % scale 0 is the no-effect control and ±100 the full control effect
Target sequence (P51570 whole entry, looked up): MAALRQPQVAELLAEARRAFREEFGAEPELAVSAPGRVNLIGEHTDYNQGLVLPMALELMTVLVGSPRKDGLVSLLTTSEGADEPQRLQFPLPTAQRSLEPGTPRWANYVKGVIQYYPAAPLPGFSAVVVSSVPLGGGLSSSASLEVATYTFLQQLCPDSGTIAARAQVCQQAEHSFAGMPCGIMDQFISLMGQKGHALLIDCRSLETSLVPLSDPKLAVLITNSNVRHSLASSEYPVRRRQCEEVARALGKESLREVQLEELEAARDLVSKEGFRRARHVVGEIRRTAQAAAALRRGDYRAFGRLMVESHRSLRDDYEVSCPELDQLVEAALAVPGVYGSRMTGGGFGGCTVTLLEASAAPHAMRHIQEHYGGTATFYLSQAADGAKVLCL
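Galactose (100 uM) and ATP (35 uM) were turned over by 5 nM GALK for 1 h at RT. Kinase-Glo Plus then converted the remaining ATP into a luminescent signal.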
S-ASM inh – inhibitors of human secretory acid sphingomyelinase; 0.006% of 340,000 active; placental ASM, HMU-PC fluorogenic substrate, 60 min; Potency, µM (highest dose often 57.5 µM), inactives show at the highest dose activity change, negative = inhibition, usual class: inhibitors; further: potency means the concentration at half of the fitted maximal effect
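qHTS format. ASM enzyme prepared from human placenta hydrolyses the fluorogenic substrate HMU-PC0 (9 uM final) over 60 min at 37 °C after a 10 min compound preincubation.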
BCR signal inh – blocks chronic active B-cell receptor signaling; 0.05% of 340,000 active; Potency, µM (top dose mostly 46.1 µM), for the others: at the highest dose ratio change, negative = lower green/red ratio, actives largely listed as inhibitors; ABC-DLBCL IkBa-CBG/CBR reporter, luminescence ratio, 4 h; active means well fitted inhibition curve with a large enough effect in the signal ratio, with a control signal flat, not every such curve was filed as active; inconclusive means small, poorly fitted or top-dose-only effect, or effect the other way, or a change in a side signal; the % refers to the signal ratio;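 further: potency means the concentration at half of the fitted maximal effect; plate controls were basal doxycycline-induced cells for no effect and cells given 10 µM MG132 for full effect; MG132 reads +100%, hits lower the ratio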
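Concentration-response series (up to 46 uM) were applied to TMD8 dual-reporter cells for 4 h at 37C with doxycycline. Green/red ratio, after filter-overlap correction, defined %Activity; red signal alone was normalised to basal cells and zero luminescence.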
TSHR antag – antagonists of human thyroid stimulating hormone receptor. P16473. 0.2% of 330,000 active. TSHR-expressing cells, TSH-stimulated cAMP HTRF, 2 h; hits give low values. activity change, negative = inhibition, % at 11.5 µM. AID 504810;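 active means activity change below a set negative limit, meaning inhibition stronger than a set level, cut at about -70% in these data; inconclusive means activity change between two set negative limits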; further: on the % scale 0 is the no-effect control and ±100 the full control effect
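Competitive HTRF cAMP read-out (cryptate anti-cAMP antibody, cAMP-d2; 30 min, room temperature) in freshly harvested TSHR cells. Compounds added before TSH at EC80 (4nM final), followed by 2 hours' incubation at 37 deg C.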
USP2a block – blocks human ubiquitin-specific protease USP2a; O75604; USP2 core, Ub-CHOP2 coupled fluorogenic reporter, 485/531; Potency, µM (series often up to 38.3 µM), for inactives: at the top dose activity change, negative = inhibition, hits mostly inhibitors; 0.01% of 330,000 active;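 further: potency means the concentration at half of the fitted maximal effect; plate controls were DMSO wells for no effect and full inhibition by NEM control for full effect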
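USP2 core (10nM final) preincubated 30min RT with compound in 20mM Tris-HCl pH 8.0, 2mM CaCl2, 2mM beta-mercaptoethanol, 0.05% CHAPS; 25nM Ub-CHOP2 plus 25nM reporter substrate added, fluorescence (Ex485/Em531) read after 60min.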
Mito fusion act – inhibitors of mitochondrial division or activators of mitochondrial fusion; AID 485298; 0.23% of 320,000 active; Potency, µM (highest dose often 46.1 µM), without a hit: top-dose growth rescue (activation), most hits filed as activators; S. cerevisiae fusion-defective mutant growth rescue, CellTiterGlo 48 h;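 further: potency means the concentration at half of the fitted maximal effect; % of control where 0% means no effect; nearly all actives have a fitted effect of over 45% in size; temperature-sensitive fusion mutants such as fzo1-1 at 37 °C on non-fermentable ethanol glycerol medium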
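Compounds are tested for their ability to restore growth of mitochondrial fusion-defective yeast strains at non-permissive 37C in YPEG medium over 48 hours. Viability is quantified by luciferase luminescence.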
* hit, by the source's call; ? = inconclusive; · = not tested or not shown; [ ] = another dose, or the depositor's remark. Unless noted, the call rests on the fitted dose curve; in most records, active means well fitted curve in the direction sought with a large enough effect; inconclusive means small, poorly fitted or top-dose-only effect, or another doubt; inactive means no such curve, though single readings can be large; an effect the other way counts as inactive or inconclusive.

Values run as follows: Eya2 inh | PKM2 act | hERG WT inh | MBNL1-CUG inh | Menin-MLL TR inh | GALK inh | S-ASM inh | BCR signal inh | TSHR antag | USP2a block | Mito fusion act
- CCOc1cc(/C=C2\N=C(C)OC2=O)cc(Br)c1OCCc1ccccc1
    -17% | -3% | -2 | 8% | -1% | -2% | -10% | 20% | 3 | 0% | 3%
- CC1=C(C(=O)N(C)CCC#N)C2(CCCCC2)OC1=O
    -1% | -7% | 3 | 3% | -2% | 2% | 2% | -2% | 6 | 4% | 1%
- CCOc1ccc(C(OC(=O)c2ccco2)C(=O)NCc2ccc(C)cc2)cc1 (stereo not drawn)
    -10% | 1% | -27 | -5% | 15% | · | -11% | 9% | 3 | -2% | -3%
- Nc1ncnc2nc(SCCN3CCCCC3)[nH]c12
    3% | 14% | 4 | -14% | -26% | 0% | -1% | ? | 4 | 5% | 4%
- Cc1cccc(OCc2nnc(-c3ccc(F)cc3)o2)c1
    5% | · | 11 | · | · | · | -2% | -9% | -5 | -2% | -4%
- CCc1ccccc1N1CCN(S(=O)(=O)c2cc(OC)ccc2OC)CC1
    -17% | -8% | 1 | -3% | 7% | 2% | -5% | -10% | -24 | -3% | 19%
- O=C(NN=Cc1ccccc1C(=O)O)c1cccc(S(=O)(=O)Nc2cccc(C(F)(F)F)c2)c1
    -6% | · | -5 | · | · | · | -7% | 0% | 18 | 0% | ·
- C=CCOc1ccc(C2C(C(=O)c3ccco3)=C(O)C(=O)N2CCCN(CC)CC)cc1 (stereo not drawn)
    6% | 2% | 2 | 18% | -1% | 4% | 5% | 4% | 17 | 2% | -1%
- CCOc1ccc(NC(=O)c2ccc3c(c2)N(Cc2ccc(F)cc2)C(=O)CS3=O)cc1 (stereo not drawn)
    5% | 5% | -1 | 1% | 5% | 1% | -14% | 2% | -18 | 2% | -3%
- O=c1nccc(N/N=C/c2ccccc2O)[nH]1
    -9% | · | 0 | ? | 1% | 14% | 61% | ? | -7 | 0% | -11%

Looked up by compound from the entries so far, four records:
Values run as follows: Eya2 inh | PKM2 act | hERG WT inh | MBNL1-CUG inh | Menin-MLL TR inh | GALK inh | S-ASM inh | BCR signal inh | TSHR antag | USP2a block | Mito fusion act
- O=c1nccc(N/N=C/c2ccccc2O)[nH]1
    -9% | · | 0 | ? | 1% | 14% | 61% | ? | -7 | 0% | -11%
- CCOc1ccc(NC(=O)c2ccc3c(c2)N(Cc2ccc(F)cc2)C(=O)CS3=O)cc1 (stereo not drawn)
    5% | 5% | -1 | 1% | 5% | 1% | -14% | 2% | -18 | 2% | -3%
- CC1=C(C(=O)N(C)CCC#N)C2(CCCCC2)OC1=O
    -1% | -7% | 3 | 3% | -2% | 2% | 2% | -2% | 6 | 4% | 1%
- Nc1ncnc2nc(SCCN3CCCCC3)[nH]c12
    3% | 14% | 4 | -14% | -26% | 0% | -1% | ? | 4 | 5% | 4%

(continued)
Values run as follows: Eya2 inh | PKM2 act | hERG WT inh | MBNL1-CUG inh | Menin-MLL TR inh | GALK inh | S-ASM inh | BCR signal inh | TSHR antag | USP2a block | Mito fusion act
- CN(C)CCN(C(=O)c1ccc(S(=O)(=O)N(C)c2ccccc2)cc1)c1nc2cc3c(cc2s1)OCO3
    -15% | -7% | -3 | -4% | · | -2% | 0% | -1% | -13 | -5% | -1%
- CCCCn1c(SCC(=O)NC2CCCC2)nnc1-c1ccco1
    -3% | · | -11 | 6% | 2% | -2% | 9% | -17% | -9 | -1% | 4%
- COc1cccc(NC(=O)c2ccc3c(c2)N(C)CCS3)c1
    -6% | -26% | -16 | -2% | ? | · | 250%[activator] | ? | 1 | 1% | 3%
- COc1ccccc1N1C(=O)[C@@H]2C(C(=O)CN3C(=O)c4ccccc4C3=O)=NN[C@@H]2C1=O
    -4% | 4% | -2 | ? | · | 0% | 0% | 2% | 17 | -1% | -3%
- CCn1c(SCC(=O)N2CCOCC2)nc2c(c1=O)SC(C)C2 (stereo not drawn)
    2% | -1% | 5 | 0% | -1% | -4% | 2% | -5% | 0 | 0% | -1%
- O=C(CC1C(=O)NCCN1C(=O)Nc1ccc(Cl)cc1)Nc1ccc(F)cc1 (stereo not drawn)
    7% | -38% | 3 | 1% | 39%[activator] | 1% | ? | 0% | -14 | 2% | 10%
- Fc1c(F)c(C(F)(F)F)c(F)c(F)c1N1CCN(c2ccc3nnc(C(F)(F)F)n3n2)CC1
    3%[15.4 µM] | 5% | 0 | ? | 13% | 3% | -13% | 0% | 5 | 0% | 3%
- COC(=O)c1cc(OC)c(OC)c(OC)c1NC(=O)c1ccc(S(=O)(=O)N(C)C)cc1
    5% | -6% | -12 | 3% | 1% | -1% | -1% | -5% | 6 | 1% | -1%
- COc1ccc(S(=O)(=O)N(CC(=O)NCC2CCCO2)C2CCCCC2)cc1OC (stereo not drawn)
    6% | · | -6 | 1% | -27% | 5% | 0% | -6% | -3 | 3% | -2%
- N=C1C(c2nc3ccccc3s2)=C(O)CN1C1CCC(O)CC1 (stereo not drawn)
    9% | -9% | 1 | · | · | -4% | 2% | 1% | -4 | 4% | -3%

Next results
Compound	Eya2 inh	PKM2 act	hERG WT inh	MBNL1-CUG inh	Menin-MLL TR inh	GALK inh	S-ASM inh	BCR signal inh	TSHR antag	USP2a block	Mito fusion act
O=C(CCCc1nc(-c2ccc(Cl)cc2)no1)N1CCOCC1	-2%	-12%	-5	0%	-7%	-3%	0%	-3%	-10	2%	0%
COc1cccc(COC(=O)C2CC(=O)N(Cc3ccc(C)cc3)C2)c1OC (stereo not drawn)	17%	·	6	·	·	·	3%	3%	-1	2%	-6%
COc1cc(/C=C2/C(=N)N3C=CSC3=NC2=O)ccc1OCCCOc1ccccc1C	-16%	-2%	-8	-7%	?	-1%	-3%	?	-1	-1%	8%
COC(=O)Cc1ccc(NC(=S)N2CCC(Cc3ccccc3)CC2)cc1	-3%	-2%	0	6%	2%	-1%	2%	-5%	8	3%	6%
COc1cccc(C(=O)Nc2cc3c(cc2Cl)OCCCO3)c1	-3%	-7%	-2	-11%	-14%	3%	2%	-2%	-7	4%	15%
COc1cc(C(=O)NNC(=S)NC(=O)/C=C/c2ccccc2)cc(OC)c1OC	4%	3%	-1	·	·	-3%	0%	?	2	-2%	1%
Cc1ccc(-c2ccc(/C=N/NC(N)=S)o2)cc1	-10%	0%	-3	?	·	-1%	41%[activator]	22µM*	-10	1%	-2%
CCCC(=O)Nc1ccccc1NC(=O)c1ccc(OC(C)=O)cc1	-4%	6%	-1	-3%	9%	1%	-1%	3%	-2	3%	-6%
COc1cc(-c2n[nH]c(=S)n2-c2ccccc2C(F)(F)F)cc(OC)c1OC	0%	4%	-4	·	·	7%	3%	?	-14	0%	7%
O=C(NCCCN1CCOCC1)c1ccco1	16%	-9%	-5	-5%	29%	-1%	0%	-6%	-6	0%	0%
O=C(COc1ccccc1)NNC(=O)c1cc2ccccc2oc1=O	7%	0%	-3	24%	13%	-1%	-1%	1%	-11	0%	0%
Cc1ccc(N(C)C(=O)CCS(=O)(=O)c2cc3c(cc2Cl)NC(=O)CO3)cc1	?	2%	-1	2%	14%	·	2%	?	2	-1%	-1%
N#Cc1ccccc1NC(=O)COC(=O)/C=C/c1cn(-c2ccccc2)nc1-c1ccc(Cl)cc1	4%	6%	-1	5%	44%[activator]	-1%	-1%	-14%	5	0%	2%

An excerpt; rates above refer to the full screens.
